Compound activity from PubChem.
FBW7 activator: FBW7 E3 ligase activators, primary screen, biochemical, AlphaScreen, human; F-box/WD repeat-containing protein 7 (Homo sapiens), Q969H0; AlphaScreen FBW7–phospho-cyclin E peptide binding, activator screen; normalized activity (activation), % at 26.1 µM; hit rate 0.13% among 650,000; AID 1259310, 2017; in the data active = normalized activity above about 1.9%;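 also: purified mutant Fbw7 with reduced substrate affinity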
Target sequence (Q969H0 whole entry, looked up): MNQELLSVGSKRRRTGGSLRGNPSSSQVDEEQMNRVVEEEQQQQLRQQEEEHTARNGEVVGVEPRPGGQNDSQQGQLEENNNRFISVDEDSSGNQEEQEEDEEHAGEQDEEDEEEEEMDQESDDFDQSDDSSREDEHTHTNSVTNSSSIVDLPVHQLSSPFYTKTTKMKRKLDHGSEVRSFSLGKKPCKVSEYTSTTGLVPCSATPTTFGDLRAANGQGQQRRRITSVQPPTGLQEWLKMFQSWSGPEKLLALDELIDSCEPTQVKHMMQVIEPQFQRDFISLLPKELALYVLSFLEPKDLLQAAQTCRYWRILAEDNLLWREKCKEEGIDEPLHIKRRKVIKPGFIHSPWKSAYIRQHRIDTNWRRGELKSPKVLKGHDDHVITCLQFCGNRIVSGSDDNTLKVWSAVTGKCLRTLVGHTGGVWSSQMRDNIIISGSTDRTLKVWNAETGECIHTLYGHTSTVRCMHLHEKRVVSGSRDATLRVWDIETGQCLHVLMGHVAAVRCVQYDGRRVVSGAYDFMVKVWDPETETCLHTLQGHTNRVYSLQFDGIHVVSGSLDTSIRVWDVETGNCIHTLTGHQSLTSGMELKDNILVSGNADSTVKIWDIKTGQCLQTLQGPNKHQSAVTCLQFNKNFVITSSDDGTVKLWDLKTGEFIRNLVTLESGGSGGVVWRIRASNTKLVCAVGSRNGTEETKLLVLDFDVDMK
MITF primary: MITF inhibitors, primary screen, biochemical, AlphaScreen, human | AID 1259374, 2018 | Microphthalmia-associated transcription factor (Homo sapiens), O75030 | hit rate 0.91% among 650,000 | AlphaScreen MITF homodimerization, bead proximity signal | inhibition, % at 2.6 µM; in the data active = inhibition above about 50%;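 also: 0% = vehicle wells with protein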
TEAD-YAP inh: TEAD-YAP interaction inhibition, primary screen, TEAD-YAP interaction inhibitor project, luminescence, HEK-TIYL cells; AID 1259422, 2018; inhibition, % at 9.12 µM; hit rate 1.4% among 640,000; TEAD-Gal4/YAP UAS-luciferase luminescence; in the data active = inhibition above about 32%;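 also: 0% = median of test compound wells and 100% = reference inhibitor wells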
GPR151 activ: activators of human GPR151, primary screen, cell-based, PathHunter beta-arrestin, luminescence; PathHunter beta-arrestin GPR151 cells; hit rate 1% among 650,000; G-protein coupled receptor 151 (Homo sapiens), Q8TDV0; AID 1508602, 2020; activation, % at 11.2 µM; in the data active = activation above about 4.9%;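 also: 0% = median of compound wells and 100% = cells with positive control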
Target sequence (Q8TDV0 whole entry, looked up): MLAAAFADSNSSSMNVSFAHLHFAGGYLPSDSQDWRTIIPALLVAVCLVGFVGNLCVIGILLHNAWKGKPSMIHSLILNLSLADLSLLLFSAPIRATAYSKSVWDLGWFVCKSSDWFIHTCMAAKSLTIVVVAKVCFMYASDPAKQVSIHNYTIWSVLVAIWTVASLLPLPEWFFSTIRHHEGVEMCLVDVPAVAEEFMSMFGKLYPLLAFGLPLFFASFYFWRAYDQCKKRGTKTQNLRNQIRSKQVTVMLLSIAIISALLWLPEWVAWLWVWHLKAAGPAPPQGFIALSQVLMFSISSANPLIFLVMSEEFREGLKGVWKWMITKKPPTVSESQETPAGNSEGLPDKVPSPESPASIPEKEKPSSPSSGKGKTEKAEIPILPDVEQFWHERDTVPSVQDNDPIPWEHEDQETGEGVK
* hit, by the source's call. Compounds as they come; overall some 3.4% were active at least once.

SMILES | FBW7 activator | MITF primary | TEAD-YAP inh | GPR151 activ
CCN1CCN(C(CC(C)C)c2nnnn2C2CCCCC2)CC1 (stereo not given) | -0.1 | 6 | 4 | -0.3
CC(Oc1cccc(Cl)c1)C(=O)NC(C)c1ccccc1 (stereo not given) | 0.5 | 7 | 5 | 0.5
Cn1c(SCc2ccccc2)nc2ccccc21 | 0.1 | -13 | -10 | -4.5
COc1cc(C2NC(=O)NC(C)=C2C(=O)OC(C)(C)C)ccc1OCC(N)=O (stereo not given) | 0.0 | 9 | -6 | -0.4
COC(=O)Cc1cc(=O)oc2c(OC)c(OC)ccc12 | -0.2 | 4 | -4 | 2.2
CCCCC(=O)OCC(=O)NCc1ccc(C)cc1 | 0.0 | 6 | 4 | 1.3
NC(CC(=O)O)c1ccco1 (stereo not given) | 0.3 | 12 | 5 | 0.7
CSc1ccc(NC(=O)C2CC23CCN(Cc2ccc(C)o2)CC3)cc1 (stereo not given) | -0.1 | -5 | -4 | -0.6
CCc1ccc2oc(-c3ccc(NC(=O)c4ccc(C)cc4Cl)cc3)nc2c1 | 0.2 | 19 | -9 | -1.5
CC(C)OC(=O)c1ccc(N2CC(C(=O)OCc3ccc(Cl)cc3)CC2=O)cc1 (stereo not given) | 0.0 | -1 | -6 | -0.4
COc1cc(C(=O)NNc2ccc([N+](=O)[O-])cc2)cc(OC)c1OC | -0.2 | -22 | 6 | 1.0
CC(C)n1cnc2c(NCCc3ccc(O)cc3)nc(-c3ccc(C(=O)N4CCN(C)CC4)cc3)nc21 | 0.1 | 8 | 18 | -0.5
CCOc1ccc(NC(=O)c2c(N)sc3c2CCC(C(C)(C)C)C3)cc1 (stereo not given) | -0.1 | -5 | 27 | -0.7
CN(CCc1ccccc1)C1CCCN(S(=O)(=O)c2cccc(F)c2)C1 (stereo not given) | -0.1 | 21 | 10 | 0.2
CCOc1ccc(-c2c(C)n([O-])c(C)c(-c3ccc(F)cc3)[n+]2=O)cc1 | -0.1 | 0 | 11 | 1.4
COc1ccc(C(=O)Nc2ccc(N3CCCCC3)cc2)cc1 | 0.1 | 22 | -17 | 0.7
Cc1cc(OC2CCN(C(=O)Nc3ccncc3)CC2)ncc1Cl | 1.1 | 9 | 29 | -0.3
CCN(C(=O)CN1CCCC(C)C1)c1c(N)n(Cc2ccccc2)c(=O)[nH]c1=O (stereo not given) | -0.1 | 1 | 8 | -0.7
COc1ccc2[nH]c3c(c2c1)CCCC3=O | 0.2 | 12 | 12 | -1.6
CC(C)OCCCNC(=O)CN1C(=O)c2ccccc2S1(=O)=O | 0.7 | -4 | -8 | -0.8
O=S(=O)(c1cccnc1)N1CCN(Cc2nc3ccccc3[nH]2)CC1 | 0.2 | 1 | -9 | -0.4
CCC(=O)Nc1nc2c(C)c(C)ccc2s1 | -0.1 | -2 | -25 | 0.5
CCOc1ccc(NC2=NC3CS(=O)(=O)CC3S2)cc1 (stereo not given) | -0.1 | -5 | -7 | 0.0
CC(=O)c1nnn(-c2ccc(F)cc2)c1NC1CC1 | 0.7 | 17 | -67 | -2.7
CCN1CCCC1CNC(=O)c1ccccc1Cl (stereo not given) | 0.1 | 11 | 7 | 1.2

In a second layout: entries from further up
mol	FBW7 activator	MITF primary	TEAD-YAP inh	GPR151 activ
CCN(C(=O)CN1CCCC(C)C1)c1c(N)n(Cc2ccccc2)c(=O)[nH]c1=O (stereo not given)	-0.1	1	8	-0.7
CCOc1ccc(NC2=NC3CS(=O)(=O)CC3S2)cc1 (stereo not given)	-0.1	-5	-7	0.0

The list continues.
SMILES | FBW7 activator | MITF primary | TEAD-YAP inh | GPR151 activ
CCCCCCC1CCC(c2ccc(CCC)cn2)CC1 (stereo not given) | 0.2 | 6 | 0 | -1.9
Cc1cc(=O)oc2cc(OCC(=O)OCC(=O)Nc3ccc(F)c(F)c3F)ccc12 | 0.0 | 19 | 10 | 0.8
COc1cc(OC)c(NC(=O)CS(=O)(=O)c2ccccc2)cc1Cl | -0.1 | 2 | 9 | 1.4
CCOC(=O)c1[nH]c(C)c(C(=O)OCC(=O)C(C)(C)C)c1C | 0.4 | 3 | -13 | 2.8
O=C(Nc1ccccc1C(F)(F)F)c1cccs1 | -0.1 | -13 | -1 | -0.6
COC(=O)c1ccc(/C=N/NC(=O)CC(=O)NCC(C)C)cc1 | -0.2 | 3 | -5 | -0.3
Nc1ccc(O)cc1C(=O)OCC(=O)C12CC3CC(CC(C3)C1)C2 | 0.2 | -3 | -15 | -0.1
Cc1nc2c3ccccc3nc(NNC(=O)CCC(=O)N3CCOCC3)n2n1 | -0.1 | -1 | -6 | 0.3
CC(C)(C)NC(=O)NC(=O)CSc1nnc(-c2ccc(Cl)cc2)n1Cc1ccco1 | 0.0 | 2 | 8 | -0.3
COc1ccc(-n2nc(C(=O)NCC(=O)N3CCCCC3)c3ccccc3c2=O)cc1 | -0.1 | -9 | 3 | 0.7
Cn1c2c(c(=O)n(C)c1=O)C(c1cccnc1)C1=C(CC(C)(C)CC1=O)N2 (stereo not given) | 0.2 | 3 | -4 | 1.1
CCC(=O)Nc1cc2c(C)cc(=O)oc2cc1C | -0.1 | 11 | 5 | -0.2
CCOc1ccc(NC(=O)CN2C(=O)c3ccccc3C2=O)c([N+](=O)[O-])c1 | -0.1 | 1 | 1 | 0.1
COc1cccc(CN[C@H]2C[C@H]3C(=O)N[C@@H](CO)C(=O)N3C2)c1 | 0.3 | -1 | -1 | -1.4
CC(C)OCCCNC(=S)NCCc1ccc(S(N)(=O)=O)cc1 | -0.2 | 7 | 0 | -0.5
NC(=O)NC(CC(=O)NCc1ccc(S(N)(=O)=O)cc1)c1ccc(Cl)cc1 (stereo not given) | 0.4 | 16 | 2 | 0.9
O=C(/C=C/C(=O)OCC(F)(F)C(F)F)Nc1cccc(Br)c1 | 0.0 | -3 | 9 | 3.1
COc1ccc(NC(=O)C2CC(=O)N=C(N)S2)cc1OC (stereo not given) | 0.1 | 3 | 7 | -0.4
CCCOc1cccc(C(=O)Nc2cccc(NC(=O)c3ccc(Cl)cc3Cl)c2)c1 | 0.4 | -7 | 1 | -0.3
CCN(CC)c1ccc(NC(=O)COc2ccc(Cl)cc2Cl)cc1 | -0.2 | 11 | -22 | 1.3
COC(=O)c1ccc(OCC(=O)c2ccc(Cl)cc2)cc1 | 0.1 | 3 | -70 | -1.0
COc1ccc(CN2C[C@@H]3C[C@@H](/C=C/c4ccccc4OC)N4CCC[C@@]34C2=O)cc1 | -0.1 | -3 | -4 | -0.6
CC1CC(=O)NN=C1c1ccc(Cl)c([N+](=O)[O-])c1 (stereo not given) | 0.1 | 6 | 0 | -1.0
COc1cc(/C=C/c2nc3cc(Cl)ccc3c(=O)n2-c2cc(C)cc(C)c2)cc(OC)c1OC | -0.1 | 14 | -7 | 0.0
Cc1cccc(NC(=O)CC23CC4CC(C2)CC(n2nnc(C)n2)(C4)C3)c1 | 0.0 | -5 | -2 | -1.7
SMILES | FBW7 activator | MITF primary | TEAD-YAP inh | GPR151 activ
CCN(CC)C(=O)CC1(CC(=O)O)CCCC1 | 0.5 | 1 | 0 | 0.6
CCCOc1cccc(C(=O)Nc2ccc(-c3nc4ccc(C)cc4s3)cc2)c1 | 0.3 | 1 | -9 | -0.4
CCN1C(=O)/C(=C/c2ccccc2)N(C)C1=S | 0.2 | 11 | 1 | -0.5
Cc1ccc(C(=O)CN2C3=NCCCN3c3ccccc32)cc1 | 0.0 | 13 | 8 | -0.9
COc1ccc(-n2nc3cc(C)c(NC(=O)COc4ccc(Cl)c(C)c4)cc3n2)cc1 | -0.1 | 11 | -9 | -0.1
COc1nc(N(C)C)nc(N(CN2C(=O)c3ccccc3C2=O)S(=O)(=O)c2ccc(C)cc2)n1 | 0.0 | 14 | 1 | -0.4
Cc1nc2c(-c3ccccc3)c(C)nn2c(C)c1CCC(=O)NCCCN1CCCC1=O | 0.6 | 1 | 4 | -0.7
Cc1ccc2c(NC(=O)CNC(=O)c3c[nH]c4ccccc34)cccc2n1 | 0.2 | -14 | -1 | 0.9
CC(=O)Nc1ccccc1-c1nnc(SCc2ccccc2)[nH]c1=O | -0.1 | -2 | -6 | -0.6
O=C(NCc1ccco1)C(C(=O)c1ccc(F)cc1)n1ccccc1=O (stereo not given) | 0.3 | -3 | 5 | 1.0
CCOC(=O)N1CCN(CC(=O)N2CCCc3c2c(=O)oc2ccc(O)cc32)CC1 | 0.1 | 3 | 14 | 0.2
Cc1nccn1CCCNC(=O)c1cc(COc2ccc(F)cc2F)on1 | -0.1 | 8 | 9 | -0.8
Cc1cc(C)nc(NS(=O)(=O)c2ccc(NC(=O)CN3C(=O)c4ccccc4C3=O)cc2)n1 | -0.1 | -3 | -2 | 0.1
CC(=O)N1CC2(NC(=O)c3ccccc3N2)c2ccccc21 (stereo not given) | -0.2 | 10 | -2 | -0.2
COc1cc(CN2CCC(C3(CCC(C)C)NC(=O)NC3=O)CC2)ccc1F (stereo not given) | 1.0 | 5 | 15 | 0.4
CCOc1cccc(OCCCNCCCOC)c1 | -0.2 | 89* | 1 | 1.1
CCOC(=O)c1c(NC(=O)c2ccc(Br)o2)sc2c1CC(C)CC2 (stereo not given) | -0.1 | -3 | -1 | -0.6
CCCc1nnc(SCC(=O)Nc2ccc(NC(C)=O)cc2)n1-n1cccc1 | -0.3 | 5 | -1 | -1.3
O=C(/C=C/c1ccc(F)cc1)Nc1ccncc1 | 0.1 | 5 | -29 | -1.9
CC1CCCCN1CCNC(=O)COc1ccc2c(c1)C(=O)CC(C)(C)O2 (stereo not given) | 0.1 | 16 | 1 | -1.2
Cc1nc(N)sc1C(=O)N/N=C\c1ccccc1OCc1ccccc1 | -0.4 | -7 | -3 | 0.1
COc1ccccc1NC(=O)Cn1cnc2sc3c(c2c1=O)CCCC3 | -0.1 | 9 | -3 | -1.4
CCc1ccccc1OCCn1cccc1/C=C1/C(=N)N2OC(C)=CC2=NC1=O | -0.1 | 4 | 3 | 0.7
COc1cc(C(=S)N2CCN(CCO)CC2)ccc1OCc1ccccc1 | 0.0 | 9 | -8 | -1.4
COc1ccc(NC(=O)C2CC(=O)N(/N=C(\C)c3ccc(Cl)cc3)C(=N)S2)cc1 (stereo not given) | -0.1 | -15 | -4 | -0.1
SMILES | FBW7 activator | MITF primary | TEAD-YAP inh | GPR151 activ
COC(=O)C1=C(NC(=O)c2ccco2)CCS1 | -0.1 | -12 | 6 | -1.3
CCCN(CCC)S(=O)(=O)c1ccc(C(=O)Nc2ccc3c(c2)C(=O)N(C)C3=O)cc1 | 0.0 | -15 | 3 | 0.2
CNc1nc(Cl)c(SC)c(Cl)n1 | 0.2 | -7 | 8 | 3.4
Cc1nn(C(C)(C)C)c(OC(=O)C(C)Oc2ccccc2)c1Sc1ccccc1[N+](=O)[O-] (stereo not given) | -0.4 | 2 | 12 | -1.6
CC(=O)Nc1ccc(N2C(=O)c3ccc(Oc4cccc(NC(C)=O)c4)cc3C2=O)cc1 | 0.2 | -4 | 1 | 0.5
CCOC(=O)C1=C(C)N=c2s/c(=C\c3ccc(I)cc3)c(=O)n2C1c1ccc2c(c1)OCO2 (stereo not given) | 0.3 | 0 | 5 | 0.1
COCc1ccc(CN2CCC(n3nccc3NC(=O)CCCc3ccccc3)CC2)o1 | 0.7 | 7 | 6 | -1.0
Cc1cc(C2C(C#N)=C(N)N(c3ccc(Br)cc3)C3=C2C(=O)CC(C)(C)C3)c(C)s1 (stereo not given) | 0.0 | -1 | -7 | 3.3
Cc1ccc(C(C(=O)NC2CCCCC2)N(C(=O)c2csnn2)C2CCCC2)o1 (stereo not given) | 0.0 | 14 | -23 | 1.8
CCOC(=O)c1cnc2c(CC)cccc2c1NCCN1CCOCC1 | 0.0 | -2 | -4 | -0.8
COc1ccc(-c2csc(N3N=C(C)CC3=O)n2)cc1 | -0.2 | 13 | -2 | -0.9
COC(=O)c1sc2cc(OC)ccc2c1Cl | -0.1 | 5 | 4 | 0.1
CC1CCN(C(=O)c2ccc3ccccc3c2)CC1 | -0.1 | -9 | -53 | -0.3
CC(=O)Nc1ccc(N/C(=N\c2nc(C)cc(C)n2)NC(=O)c2ccccc2)cc1 | 0.3 | 16 | 1 | -1.9

Full records, looked up by structure. Screens in order: FBW7 activator | MITF primary | TEAD-YAP inh | GPR151 activ
`CCOC(=O)c1cnc2c(CC)cccc2c1NCCN1CCOCC1` is entered as 0.0 | -2 | -4 | -0.8
`COCc1ccc(CN2CCC(n3nccc3NC(=O)CCCc3ccccc3)CC2)o1` is entered as 0.7 | 7 | 6 | -1.0

Exported tab-delimited: part of the list above
smiles	FBW7 activator	MITF primary	TEAD-YAP inh	GPR151 activ
CC(=O)Nc1ccc(N2C(=O)c3ccc(Oc4cccc(NC(C)=O)c4)cc3C2=O)cc1	0.2	-4	1	0.5
CCOC(=O)C1=C(C)N=c2s/c(=C\c3ccc(I)cc3)c(=O)n2C1c1ccc2c(c1)OCO2 (stereo not given)	0.3	0	5	0.1
COCc1ccc(CN2CCC(n3nccc3NC(=O)CCCc3ccccc3)CC2)o1	0.7	7	6	-1.0
Cc1cc(C2C(C#N)=C(N)N(c3ccc(Br)cc3)C3=C2C(=O)CC(C)(C)C3)c(C)s1 (stereo not given)	0.0	-1	-7	3.3
Cc1ccc(C(C(=O)NC2CCCCC2)N(C(=O)c2csnn2)C2CCCC2)o1 (stereo not given)	0.0	14	-23	1.8
